Source: PubChem (National Center for Advancing Translational Sciences (NCATS))
aSyn yeast inh – inhibitors of alpha-synuclein toxicity in yeast; Yeast expressing alpha-synuclein, growth rescue, BacTiter-Glo, 24 h; Potency, µM (series often up to 46.1 µM), for inactives: top-dose growth rescue (activation), actives largely listed as activators; 370,000 compounds, 0.14% hits; AID 652106; further: potency means the concentration at half of the fitted maximal effect; % of control where 0% means no effect; nearly all actives have a fitted effect of over 65% in size
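Screening used galactose-induced yeast with toxic alpha-synuclein levels, exposed to compound for 24 hr at 30 deg C. Cell growth, read with BacTiter-Glo luminescence, gave the measured signal.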
GLP-1R agonist – GLP-1 receptor (human) agonism; P43220; HEK293 GLP-1R CRE-luciferase, luminescence, 4-6 h; cells express a hypersensitive GLP-1R form; Potency, µM (highest dose often 45.6 µM), inactives show top-dose activation, hits mostly activators; 380,000 compounds, 0.007% hits; further: potency means the concentration at half of the fitted maximal effect; % of control where 0% means no effect
Abeta rescue – restores growth of yeast expressing A-beta42 peptide; yeast expressing A-beta42, growth rescue, OD600, 48 h; response scale: 0% DMSO, 100% iron-clioquinol control; Potency, µM (doses to about 46.1 µM), for the others: at the highest dose growth rescue, actives largely listed as activators; 410,000 compounds, 0.063% hits; further: potency means the concentration at half of the fitted maximal effect; nearly all actives have a fitted effect of over 55% in size
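Growth rescue measured by 600 nm absorbance after 48 h yeast culture at 30 C with compound. Values normalized between DMSO and an equimolar ferric chloride plus clioquinol control.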
D3 antag – antagonists of human D3 dopamine receptor; P35462; D3R cells, DiscoveRx beta-arrestin luminescence, antagonist mode; active compounds read low; max response, negative = inhibition, %; 360,000 compounds, 2.5% hits; AID 652054; in the data active means max response below about -50%; inconclusive means no clear call, values can overlap the other calls; further: on the % scale 0 is the no-effect control and ±100 the full control effect; mostly tested at two doses, the higher about 12 µM
Target sequence (P35462 whole entry, looked up): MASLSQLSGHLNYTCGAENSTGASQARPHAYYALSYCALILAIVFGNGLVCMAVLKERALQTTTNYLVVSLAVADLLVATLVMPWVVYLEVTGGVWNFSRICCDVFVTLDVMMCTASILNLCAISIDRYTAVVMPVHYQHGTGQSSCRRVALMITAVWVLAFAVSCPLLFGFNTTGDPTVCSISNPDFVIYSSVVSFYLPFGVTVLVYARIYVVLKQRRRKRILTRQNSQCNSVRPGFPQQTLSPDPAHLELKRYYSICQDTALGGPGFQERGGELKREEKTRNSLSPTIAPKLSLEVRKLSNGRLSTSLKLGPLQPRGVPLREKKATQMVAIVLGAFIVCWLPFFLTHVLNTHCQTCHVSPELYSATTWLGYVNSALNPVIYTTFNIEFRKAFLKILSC
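Cells plated overnight at 1500 cells/well, then exposed to library compounds with dopamine controls for 90 minutes at 37 degrees C. DiscoveRx reagent added for 30–60 minutes at room temperature; luminescence read, quantitative HTS format.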
PTHR1 agonist – agonists of human PTHR1 parathyroid hormone receptor | Q03431 | HEK293 GP2 PTHR1 cells, GloSensor cAMP luminescence, 1 h | Potency, µM (highest dose often 115 µM), for inactives: at the highest dose activation, most hits filed as activators | 410,000 compounds, 0.075% hits | AID 743266; further: potency means the concentration at half of the fitted maximal effect; nearly all actives have a fitted effect of over 55% in size; some results filed as inactive show a strong effect at the top dose; inactives centre near -15; many of its hits are not listed in these tables
Target sequence (Q03431 whole entry, looked up): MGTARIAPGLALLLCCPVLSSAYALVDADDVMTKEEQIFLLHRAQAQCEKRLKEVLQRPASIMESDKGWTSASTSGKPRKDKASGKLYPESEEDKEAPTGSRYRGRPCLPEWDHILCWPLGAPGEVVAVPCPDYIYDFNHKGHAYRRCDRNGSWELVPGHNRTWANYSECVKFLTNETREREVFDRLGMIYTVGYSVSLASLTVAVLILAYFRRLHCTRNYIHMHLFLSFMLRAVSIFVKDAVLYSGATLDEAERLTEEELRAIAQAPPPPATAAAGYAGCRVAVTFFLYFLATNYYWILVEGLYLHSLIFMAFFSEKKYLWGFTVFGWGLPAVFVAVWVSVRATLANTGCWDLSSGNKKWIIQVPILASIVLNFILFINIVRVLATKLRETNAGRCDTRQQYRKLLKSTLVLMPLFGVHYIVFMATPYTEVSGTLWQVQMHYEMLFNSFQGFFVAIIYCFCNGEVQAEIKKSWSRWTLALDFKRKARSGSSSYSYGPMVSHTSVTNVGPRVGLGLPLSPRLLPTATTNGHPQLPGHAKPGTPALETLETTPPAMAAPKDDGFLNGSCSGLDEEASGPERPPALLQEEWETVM
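HEK-293-derived GP2 cells expressing PTHR1 and a GloSensor cAMP reporter, 3,000/well, plated overnight, given luciferin plus IBMX (each 0.5 mM as added) for 1 h at 37 °C, then compound for 1 h at 37 °C. Luminescence was read after 15 min at room temperature.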
TDP43 rescue – inhibitors of TDP-43 toxicity in yeast; Potency, µM (titrated, usually from 46.1 µM), for the others: at the highest dose growth rescue (activation), actives largely listed as activators; TDP-43 expressing yeast growth rescue, BacTiter-Glo, 24 h; 410,000 compounds, 1.8% hits; further: potency means the concentration at half of the fitted maximal effect; % of control where 0% means no effect; nearly all actives have a fitted effect of over 50% in size
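In this qHTS, compounds that restore growth of yeast expressing TDP-43 appear as activators. Cells (OD600=0.02, galactose medium, raffinose-pregrown) are incubated with compound 24 hr at 30 deg C and growth is quantified by BacTiter-Glo.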
FUS yeast rescue – FUS proteinopathy suppression in yeast. Potency, µM (highest dose often 76.6 µM), without a hit: at the highest dose growth rescue (activation), most hits filed as activators. AID 1347120. 390,000 compounds, 0.24% hits. S. cerevisiae FUS-expressing, growth rescue, OD600, 24 h;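 further: potency means the concentration at half of the fitted maximal effect; plate controls were DMSO vehicle for no effect and reference control for full effect; nearly all actives have a fitted effect of over 55% in size; some results filed as inactive show a strong effect at the top dose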
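Quantitative HTS measuring growth restoration of FUS-toxic yeast. Galactose-induced cells (OD 0.005) were exposed 24hr at 30C to compounds at several concentrations, then absorbance at 600 nm was recorded.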
GLP-1R inv ag – GLP-1 receptor (human) inverse agonism; P43220; HEK293 GLP-1R CRE-luciferase, luminescence, 24 h; GLP-1R form is constitutively active; Potency, µM (top dose mostly 38.3 µM), for inactives: top-dose activity change, negative = inhibition, actives largely listed as inhibitors; 410,000 compounds, 1.6% hits; AID 624417; further: potency means the concentration at half of the fitted maximal effect; on the % scale 0 is the no-effect control and ±100 the full control effect; nearly all actives have a fitted effect of over 55% in size
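Assay principle: reduced luminescence from a cAMP-responsive reporter in HEK293 cells co-expressing a constitutively active GLP-1R. Conditions: 24 hr compound incubation, 37 deg C, 5% CO2.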
Akt phos inh – blocks phosphorylation of Akt; 360,000 compounds, 0.32% hits; AID 651550; Neuro2A IGF-stimulated pAkt S473 HTRF, 20 min; active compounds read low; activity change, % for hits at 50 µM; in the data active means activity change below about -80%; inconclusive means mostly about -51% to -80%; further: on the % scale 0 is the no-effect control and ±100 the full control effect
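Neuro2A cells (4,500/well, DMEM with 0.5% FBS) were treated with compound at a single 50 µM final concentration, stimulated with 6 nM IGF for 20 min at 37 °C, and lysed. Phospho-Akt Ser473 was read by HTRF as 665/615 ratio ×10^4.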
An asterisk follows results filed as active; i = inactive; ? = inconclusive; nt = not tested or not shown; [ ] = dose if it differs, or a comment. Unless noted, the call rests on the fitted dose curve; in most records, active means well fitted curve in the direction sought with a large enough effect; inconclusive means small, poorly fitted or top-dose-only effect, or another doubt; inactive means no such curve, though single readings can be large; an effect the other way counts as inactive or inconclusive.

SMILES	aSyn yeast inh	GLP-1R agonist	Abeta rescue	D3 antag	PTHR1 agonist	TDP43 rescue	FUS yeast rescue	GLP-1R inv ag	Akt phos inh
CCOC(=O)CNC(=O)Nc1cccc(Cl)c1C	0.6%	-10.6%	3.5%	18.6	i	2.7%	6.6%	4.8%	i
Cc1ccccc1NS(=O)(=O)c1cc(C(=O)N2CCCC2)ccc1Cl	-1.2%	0.5%	-6.6%	-22.8	i	11.0%	nt	-12.4%	i
O=C1CCC(C(=O)N2CCCC(C(=O)c3ccc4c5c(cccc35)CC4)C2)=NN1 (stereo not given)	10.2%	3.3%	24.6%	5.4	-70.2%	13.9%	8.0%	-18.7%	i
CCCn1c(N)c(C(=O)CN(C)CC(=O)Nc2cc(C)ccc2C)c(=O)[nH]c1=O	0.7%	0.9%	-2.4%	16.3	-56.6%[inhibitor]	13.2%	-3.9%	-6.7%	i
CCOc1ccc(C(=O)NN2CCOCC2)cc1	3.2%	-2.3%	9.1%	0.1	-18.5%	4.8%	-29.5%	-4.6%	i
Cc1ccc(C(=O)OCC(=O)NCc2ccco2)cc1C	2.4%	4.1%	-3.2%	15.2	i	10.9%	-3.3%	-4.0%	i
O=C(C1CCN(c2ccc(N3CCOCC3)nn2)CC1)N1CCc2ccccc2C1	1.6%	-13.5%	-7.0%	-14.2	i	-19.3%	16.6%	3.6%	i
COc1ccc(OC)c(C(=O)COC(=O)c2ccc([N+](=O)[O-])o2)c1	-36.6%[inhibitor]	-0.7%	-73.3%[inhibitor]	-4.0	-3.2%	22.4µM*	1.0%	2.6%	i
CCn1c(C)nc2cc(C(=O)NNS(=O)(=O)c3ccccc3F)ccc21	2.4%	-8.1%	6.2%	?	i	2.0%	16.5%	13.2%	i
Cc1cc(C)n2nc(SCC(N)=O)nc2n1	-0.4%	?	14.9%	5.4	i	-7.9%	20.5%	5.3%	i
CC[C@]12c3[nH]c4ccc(OC)cc4c3CCN1C(=O)C(CC(=O)NC/C=C(\C)CCC=C(C)C)C[C@@H]2C(=O)N1CCN(C(=O)C2CC2)CC1 (stereo not given in full)	0.6%	0.7%	-0.5%	?	-40.4%[inhibitor]	4.0%	?	?	i
CCCOc1ccc(CNC(=S)Nc2ccccc2)cc1Cl	-8.3%	-0.9%	11.2µM*	-14.5	-0.3%	?	10.8%	?	i
Cc1sc2c(c1C)c(=O)n(-c1ccc(Cl)cc1)c(=O)n2Cc1c(F)cccc1Cl	nt	nt	-8.4%	nt	i	6.0%	-21.2%	5.2%	nt
C/C(=N\S(=O)(=O)c1ccc(C)cc1)N1CCN(S(=O)(=O)c2ccccc2)C1C(C)C (stereo not given)	-3.1%	3.4%	8.1%	15.7	i	-33.6%[inhibitor]	34.7%	7.7%	i
CCN(CC)S(=O)(=O)c1ccc(NC(=O)COC(=O)c2ccc(NC(=O)CC#N)cc2)cc1	-2.0%	-2.5%	4.7%	-13.2	15.7%	11.6%	-2.3%	0.7%	i
Cc1ccccc1NC(=O)Cn1nc(C)n2cccc2c1=O	6.0%	-6.1%	-2.9%	8.4	-2.6%	21.4%	-7.5%	2.5%	i
CC(=O)Nc1c(O)nc(SCC(=O)Nc2nnc(CC(C)C)s2)[nH]c1=O	6.7%	-0.7%	-4.9%	6.6	-8.6%[57.5 µM]	-3.9%	20.8%	9.9%	i
CCCOC(=O)c1c(N)sc2c1CCC2	3.3%	10.1%	8.2%	-16.1	-30.8%	16.6%	21.4%	19.9%	i
COc1ccc(C2(C(=O)NCCc3ccccc3)CCCC2)cc1	9.2%	-7.6%	?	-0.9	-10.8%	20.1%	10.0%	?	i
Cc1ccc(Cl)cc1N1CCN(C(CC(C)C)c2nnnn2CC2CCCO2)CC1 (stereo not given)	1.9%	-17.6%	16.3%	15.9	i	5.0%	-23.3%	-2.9%	i
COc1ccc(OC)c(CCNC(=O)CCc2nnc3ccc(N4CCOCC4)nn23)c1	0.1%	10.7%	4.1%	15.6	i	-12.3%	-5.4%	5.0%	i
O=C(/C=C/c1cc(Br)ccc1F)Nc1cccnc1	-8.0%	3.1%	-27.8%	14.2	-6.2%	11.5%	27.7%	?	i
O=C(c1ccc(C(F)(F)F)n(Cc2ccc(Cl)cc2)c1=O)N1CCOCC1	7.6%	-1.7%	-2.1%	-9.5	-3.7%	12.2%	41.7%	?	i
OCC(O)C(O)C(O)C(O)c1nc2ccccc2[nH]1 (stereo not given)	-1.2%	2.2%	-3.8%	7.2	-5.7%	11.2%	-4.5%	8.1%	i
Cc1cc(NC(=O)Nc2nc3c(s2)CCCCCC3)ccc1Br	nt	nt	-14.4%	nt	i	24.3%	-9.3%	9.5%	nt
CCOC(=O)N(Cc1ccccc1)Cc1ccc(C(=O)N[C@@H](Cc2ccccc2)C(=O)O)cc1	-3.2%	-0.8%	5.5%	2.7	i	3.5%	20.0%	24.2%	i
CC(=O)c1sc(NC(=O)c2cccc3ccccc23)nc1C	0.9%	5.2%	7.3%	?	-9.7%[57.5 µM]	-3.5%	14.5%	15.8%	i
CCCNC(=O)C(Cc1ccc(I)cc1)NC(=O)c1ccc(C#N)cc1 (stereo not given)	-10.5%	-0.2%	-3.7%	7.0	-22.3%	8.8%	-9.8%	14.0%	i
COc1ccc(C(=O)Nc2cccc(C(C)=O)c2)c(OC)c1OC	-0.9%	7.4%	-12.0%	14.6	i	0.0%	6.1%	40.7%[activator]	i
CCOC(=O)c1ccc(CNC(=O)Cn2nnc(-c3ccccc3F)n2)o1	5.4%	-1.1%	4.5%	6.5	i	7.1%	5.2%	0.3%[7.66 µM]	i
CC(C)(C)c1ccc(/C=N/Nc2cccc(C(=O)O)c2)cc1	11.7%	-2.1%	0.8%	-1.7	-39.2%	21.3%	-14.0%	?	i
CC(=O)Nc1cccc(NC(=O)Cn2cnc3c(oc4ccccc43)c2=O)c1	nt	nt	-3.0%	nt	i	16.8%[9.22 µM]	6.6%	26.0%	nt
O=c1[nH]c(CSc2nc3ccccc3[nH]2)nc2c1cnn2-c1ccccc1	-4.0%	-3.2%	5.9%	2.6	-18.2%	-10.3%	5.0%	-4.4%	i
COc1ccc(CNC(=O)CCCn2c(SCC(N)=O)nc3cc4c(cc3c2=O)OCO4)cc1	nt	nt	-11.9%	nt	-6.1%	-0.8%	2.8%	12.4%	nt
CC(NC(=O)c1cccs1)C(c1cccs1)N1CCN(Cc2ccccc2)CC1 (stereo not given)	0.8%	-1.8%	-22.3%	-12.6	1.6%	-10.7%	-6.5%	-27.5%	i
COc1ccc(C2=C/C(=C\c3ccccc3OC(C)=O)C(=O)O2)cc1	1.8%	2.1%	-0.9%	-13.9	i	8.6%	-5.6%	11.3%	i
Cc1cc(C)n(CCNC(=O)C2CCC(=O)N(CCc3cccc(F)c3)C2)n1 (stereo not given)	0.7%	30.0%	4.2%	5.6	i	6.2%	-1.5%	24.9%	i
O=C(NCc1cccnc1)/C(=C\c1ccc(-c2cccc(Cl)c2)o1)S(=O)(=O)c1ccccc1	-4.5%	-24.1%	6.5%	-50.3*	-42.8%[inhibitor]	19.3%	nt	2µM*	i
Cc1c(/C=N/NC(=O)CNc2ccccc2)c2ccccn2c1C(=O)c1ccc(Cl)cc1	8.3%	-31.4%[inhibitor]	-5.9%	6.9	-23.1%	0.2%	nt	5.62µM*	i
COc1ccc(C)cc1N(CC(=O)NC1CCCC1)C(=O)CCC(=O)Nc1nc(C)cs1	9.5%	4.5%	-15.2%	-0.8	-4.5%	-1.8%	25.6%	-5.4%	i

Ordered by length of the SMILES (rising): part of the list above
SMILES	aSyn yeast inh	GLP-1R agonist	Abeta rescue	D3 antag	PTHR1 agonist	TDP43 rescue	FUS yeast rescue	GLP-1R inv ag	Akt phos inh
CC(NC(=O)c1cccs1)C(c1cccs1)N1CCN(Cc2ccccc2)CC1 (stereo not given)	0.8%	-1.8%	-22.3%	-12.6	1.6%	-10.7%	-6.5%	-27.5%	i
Cc1cc(C)n(CCNC(=O)C2CCC(=O)N(CCc3cccc(F)c3)C2)n1 (stereo not given)	0.7%	30.0%	4.2%	5.6	i	6.2%	-1.5%	24.9%	i
COc1ccc(C)cc1N(CC(=O)NC1CCCC1)C(=O)CCC(=O)Nc1nc(C)cs1	9.5%	4.5%	-15.2%	-0.8	-4.5%	-1.8%	25.6%	-5.4%	i

Record cards, from the list above. Screens in order: aSyn yeast inh, GLP-1R agonist, Abeta rescue, D3 antag, PTHR1 agonist, TDP43 rescue, FUS yeast rescue, GLP-1R inv ag, Akt phos inh
CCCn1c(N)c(C(=O)CN(C)CC(=O)Nc2cc(C)ccc2C)c(=O)[nH]c1=O is listed as 0.7%, 0.9%, -2.4%, 16.3, -56.6%[inhibitor], 13.2%, -3.9%, -6.7%, i
COc1ccc(OC)c(CCNC(=O)CCc2nnc3ccc(N4CCOCC4)nn23)c1 is listed as 0.1%, 10.7%, 4.1%, 15.6, i, -12.3%, -5.4%, 5.0%, i

These rows are one share of the data. The share of hits here may be higher or lower than overall.
